# Screens: PubChem, Sanford-Burnham Center for Chemical Genomics
# GPR55 beta-arrestin – selective activators of receptor GPR55 – imaging, U2OS cells, beta-arrestin-GFP redistribution, primary screen (AID 1961). U2OS GPR55 beta-arrestin-GFP redistribution imaging; higher % means a stronger effect. activation, % at 10 µM, or EC50 in µM where a hit was titrated. 0.048% of 290,000 active;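 active = activation above 40% with more than 50 cells counted in the well; inconclusive = wells holding fewer than 50 cells, flagged as toxic or sparse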;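 note: U2OS osteosarcoma cells stably expressing GPR55 and beta-arrestin-GFP; plate controls were DMSO negative control for no effect and LPI positive control for full effect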
# KOR beta-arrestin-1 – KOR antagonists, beta-arrestin recruitment, cell-based, luminescence, uHTS (AID 1778) | 0.091% of 290,000 active | KOR beta-arrestin recruitment, luminescence, antagonist mode; higher % means a stronger effect | one-dose inhibition, % at 10 µM; IC50 in µM for titrated hits; in the data active = inhibition above about 50%; note: strong numbers were not always called active
# GPR35 antagonists – GPR35 antagonists blocking zaprinast-driven arrestin recruitment, primary screen, imaging, U2OS, beta-arrestin-GFP, zaprinast agonist (AID 2058); U2OS GPR35 beta-arrestin-GFP translocation imaging, zaprinast antagonism; higher % means a stronger effect; inhibition, % at 10 µM, or IC50 in µM where a hit was titrated; 0.052% of 290,000 active;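 active = inhibition of at least 50% with at least 30 cells and total cytoplasm GFP at most 10,000,000; inconclusive = under 30 cells or total GFP of 10,000,000 plus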
# NOD1 NF-kB reporter – NOD1 signaling inhibitors, primary screen, cell-based, luminescence, uHTS (AID 1578) | NOD1-driven NF-kB luciferase reporter cells, luminescence; higher % means a stronger effect | 1% of 290,000 active | inhibition, % at 4 µM, or EC50 in µM where a hit was titrated; in the data active = inhibition mostly above about 36%, no sharp cut-off; inactive = mostly below about 34%;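 note: HEK-293T reporter cells stimulated with the NOD1 agonist gamma-tri-DAP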
# Siah-1 displacement – blockers of Siah-1 interaction with plectin peptide – biochemical, fluorescence polarization, rhodamine-plectin, uHTS, primary screen (AID 1817) | Siah-1 / rhodamine-plectin peptide fluorescence polarization; higher % means a stronger effect | displacement, % at 20 µM; hits with a dose series show IC50 in µM | 0.02% of 290,000 active;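 active = displacement of at least 50% at 20 µM, with a fluorescence ratio check between 0.3 and a set limit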;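 note: plate controls were Siah plus tracer with DMSO for no effect and tracer alone without Siah for full effect; strong numbers were not always called active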
# KOR beta-arrestin-2 – kappa opioid receptor activators – cell-based, luminescence, uHTS, primary screen (AID 1777); KOR beta-arrestin recruitment, luminescence; higher % means a stronger effect; one-dose activation, % at 10 µM; EC50 in µM for titrated hits; 0.02% of 280,000 active; in the data active = activation above about 50%, passing the limit was not always enough; note: a part of the inactive calls stands beside numbers as strong as those of hits
# AID2073 – inhibitors of Mint1-CaV2.2 protein interaction, biochemical, HTRF (AID 2073); HTRF protein-protein interaction, Mint1-CaV2.2; higher % means a stronger effect; inhibition, % at 20 µM; hits with a dose series show IC50 in µM; 0.19% of 290,000 active; in the data active = inhibition mostly above about 51%, no sharp cut-off; inconclusive = no clear call, values can overlap the other calls; inactive = mostly below about 53%; note: some results filed as inactive read as strong as hits
# GPR55 LPI antagonism – inhibition of LPI-stimulated GPR55 beta-arrestin translocation – imaging, U2OS, beta-arrestin-GFP, LPI agonist, primary screen (AID 2013); U2OS GPR55 beta-arrestin-GFP translocation imaging, LPI antagonism; higher % means a stronger effect; inhibition, % at 10 µM, or IC50 in µM where a hit was titrated; 0.13% of 290,000 active;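 active = spots per cell inhibited over 60%, with over 100 cells counted and total cytoplasm intensity under 500,000; inconclusive = wells with under 100 cells, flagged as likely toxic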;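 note: U2OS cells stably carrying GPR55 and arrestin-GFP stimulated by 5 µM LPI near EC80; imaged beta-arrestin-GFP aggregate spots per cell after agonist stimulation; plate controls were LPI-stimulated DMSO wells for no effect and DMSO wells without LPI for full effect; some results filed as inactive read as strong as hits; confirmed hits need IC50 under 10 µM and bright autofluorescent wells are also inconclusive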
# HIV fusion peptide – cell-free HIV fusion peptide-binding blockers – biochemical, uHTS, fluorescence dequenching, primary screen (AID 1986). 0.3% of 290,000 active. one-dose inhibition, % at 20 µM; IC50 in µM for titrated hits. cell-free peptide binding, fluorescence dequenching, 30 min; higher % means a stronger effect; in the data active = inhibition mostly above about 52%, no sharp cut-off; inactive = mostly below about 76%; note: some results filed as inactive read as strong as hits
# * = called active by the depositor; ? = inconclusive; nt = not tested or not shown; [ ] = dose if it differs, or a comment. Some of the compounds tested (hit frequency here may not be typical).
SMILES,GPR55 beta-arrestin,KOR beta-arrestin-1,GPR35 antagonists,NOD1 NF-kB reporter,Siah-1 displacement,KOR beta-arrestin-2,AID2073,GPR55 LPI antagonism,HIV fusion peptide
Cc1ccc(-c2nc(CS(=O)CC(=O)N3CCC4(CC3)OCCO4)c(C)o2)cc1 (stereo not drawn),-0.1%,2%,0%,-21%,0%,-4.1%,-9%,6%,-1.4%
Cc1ccc(N2C(=O)NC(=O)/C(=C/C=C/c3ccco3)C2=O)cc1,-0.1%,-90%,6%,87%*,0%,1.0%,13%,1%,88%
C=Cn1ccnc1P(=S)(c1c(C)nn(-c2ccccc2)c1C)c1nccn1C=C,-0.2%,17%,-10%,-2%,2%,4.2%,-4%,-6%,6.8%
CN1CCN(Cc2cc3c(cc2[N+](=O)[O-])OCO3)CC1,-0.4%,-18%[20 µM],-2%,-39%,3%,1.0%,-12%,8%,3.5%
Oc1ccccc1C1NCc2ccccc2-n2cccc21 (stereo not drawn),-0.3%,23%,3%,-5%,1%,-3.4%,10%,-1%,-2.9%
C[C@]12CCC(=O)C=C1CC[C@@H]1[C@@H]2CC[C@]2(C)C(=O)CC[C@@H]12,-0.1%,-5%,11%,14%,-7%,-3.3%,1%,12%,-2.7%
Cc1cccc(NC2=NCCCS2)c1,-0.3%,3%,8%,4%,11%,4.0%,-1%,15%,-1.5%
O=S(=O)(c1ccc(Cl)cc1)N1CC1c1ccccc1 (stereo not drawn),0.2%,14%,3%,-6%,2%,-3.3%,24%,10%,2.8%
O=C(c1cc2cc(Cl)ccc2[nH]1)N1CCC2(CC1)OCCO2,-0.1%,-9%,2%,-22%,-1%,7.0%,13%,3%,2.2%
Cc1nc2cc(C(=O)N3CCC4(CC3)OCCO4)ccc2n1-c1ccc(Br)cc1,-0.1%,3%,8%,4%,0%,-2.6%,-29%,9%,-2.2%
C[N+]1(CC2COC(c3ccco3)O2)CCCCC1 (stereo not drawn),-0.3%,-9%,5%,-11%,-5%,5.4%,-5%,14%,1.8%
Cn1c(O)c(C=Nc2ccc(F)cc2)c(=O)[nH]c1=O,0.0%,-56%[20 µM],5%,31%,7%,-0.6%,8%,-6%,-1.9%
Cc1ccc(Nc2nc(N)nc(CCl)n2)c(C)c1,-0.1%,12%,9%,14µM*,0%,1.2%,-38%,-1%,-1.1%
Cc1ccc(C2=NN(C(=O)CCl)C(c3cccs3)C2)o1 (stereo not drawn),-0.3%,-9%,3%,8µM*,3%,1.1%,36%,-1%,0.6%
CN1C(=O)C(=Cc2sc(=O)n(-c3ccccc3)c2N2CCCCC2)C(=O)N(C)C1=O,0.5%,25%,-1%,1%,11%,2.4%,-12%,12%,68%*
CC(=O)O[C@@]12CO[C@@H]1C[C@@H](O)[C@@]1(C)C(=O)[C@H](O)C3=C(C)[C@@H](OC(=O)[C@H](O)[C@@H](NC(=O)c4ccccc4)c4ccccc4)C[C@@](O)([C@@H](OC(=O)c4ccccc4)C12)C3(C)C (stereo partly drawn),-0.1%,0%[20 µM],-19%,-24%,-1%,-3.2%,-7%,-39%,-0.4%
O=C(Cc1ccc(Cl)cc1Cl)Nc1ccncc1Cl,0.2%,-10%,7%,3.7µM*,0%,-3.8%,0%,10%,4.1%
CC(=NCCN1CCOCC1)c1c(O)n(Cc2ccccc2)c(=O)[nH]c1=O,0.3%,-47%,8%,-40%,-4%,6.7%,9%,-1%,0.0%
Cc1cc(OCC(=O)NCc2ccncc2)c2c3c(c(=O)oc2c1)CCC3,0.2%,14%,2%,-25%,2%,-0.1%,18%,6%,-1.9%
CCc1ccc(NP(=O)(Oc2ccccc2F)Oc2ccccc2F)cc1,0.0%,-19%,-4%,-34%,-7%,1.2%,-2%,6%,2.2%

# Reprinted from above, nine compounds:
SMILES,GPR55 beta-arrestin,KOR beta-arrestin-1,GPR35 antagonists,NOD1 NF-kB reporter,Siah-1 displacement,KOR beta-arrestin-2,AID2073,GPR55 LPI antagonism,HIV fusion peptide
Cc1ccc(N2C(=O)NC(=O)/C(=C/C=C/c3ccco3)C2=O)cc1,-0.1%,-90%,6%,87%*,0%,1.0%,13%,1%,88%
C=Cn1ccnc1P(=S)(c1c(C)nn(-c2ccccc2)c1C)c1nccn1C=C,-0.2%,17%,-10%,-2%,2%,4.2%,-4%,-6%,6.8%
CN1CCN(Cc2cc3c(cc2[N+](=O)[O-])OCO3)CC1,-0.4%,-18%[20 µM],-2%,-39%,3%,1.0%,-12%,8%,3.5%
Oc1ccccc1C1NCc2ccccc2-n2cccc21 (stereo not drawn),-0.3%,23%,3%,-5%,1%,-3.4%,10%,-1%,-2.9%
C[C@]12CCC(=O)C=C1CC[C@@H]1[C@@H]2CC[C@]2(C)C(=O)CC[C@@H]12,-0.1%,-5%,11%,14%,-7%,-3.3%,1%,12%,-2.7%
Cc1cccc(NC2=NCCCS2)c1,-0.3%,3%,8%,4%,11%,4.0%,-1%,15%,-1.5%
O=S(=O)(c1ccc(Cl)cc1)N1CC1c1ccccc1 (stereo not drawn),0.2%,14%,3%,-6%,2%,-3.3%,24%,10%,2.8%
O=C(c1cc2cc(Cl)ccc2[nH]1)N1CCC2(CC1)OCCO2,-0.1%,-9%,2%,-22%,-1%,7.0%,13%,3%,2.2%
Cc1nc2cc(C(=O)N3CCC4(CC3)OCCO4)ccc2n1-c1ccc(Br)cc1,-0.1%,3%,8%,4%,0%,-2.6%,-29%,9%,-2.2%

# Remaining list, next part
SMILES,GPR55 beta-arrestin,KOR beta-arrestin-1,GPR35 antagonists,NOD1 NF-kB reporter,Siah-1 displacement,KOR beta-arrestin-2,AID2073,GPR55 LPI antagonism,HIV fusion peptide
C[N+]1(C)[C@@H]2CC[C@H]1CC(OC(=O)[C@@H](CO)c1ccccc1)C2 (stereo partly drawn),-0.1%,10%,3%,1%,5%,-5.2%,-4%,0%,-0.7%
O=C(COC(=O)Cc1ccccc1)Nc1ccc(F)cc1,-0.3%,14%,-13%,-39%,-2%,-4.0%,-1%,2%,-1.2%
CNC(=O)O/N=C/c1nn(C(=O)C(C)(C)C)cc1Br,-0.4%,-27%,-1%,-10%,12%,-0.8%,-9%,3%,-0.7%
O=C(O)C1C2CCC(O2)C1C(=O)Nc1cccc(Br)c1 (stereo not drawn),-0.4%,-44%[20 µM],-6%,-18%,2%,-1.0%,8%,20%,1.0%
Cc1ccc(C2=CCNCC2)cc1,0.1%,7%,8%,-17%,3%,-5.1%,-9%,10%,0.7%
CC/C(=N\N1CCCCCC1)c1c(O)n(-c2ccc(C)cc2)c(=O)[nH]c1=O,-0.2%,0%,16%,-5%,0%,-7.9%,-2%,-10%,-1.6%
O=c1c2ccccc2[nH]c(=S)n1-c1ccc2c(c1)OCCO2,-0.1%,7%,7%,1%,9%,-3.1%,-14%,9%,-1.0%
COc1cccc(-n2nc(C(=O)N3CCC4(CC3)OCCO4)c3ccccc3c2=O)c1,-0.1%,-20%,7%,-19%,0%,3.6%,-2%,-4%,-0.3%
O=C1CCN(C(=O)CNC(=O)Cc2ccccc2)CC1,0.1%,-13%,-1%,-36%,5%,-13%,-5%,10%,0.5%
N/C(=N\[N+](=O)[O-])N1CCN(C(=O)OC2CCCC2)CC1,-0.1%,-10%,4%,-10%,0%,2.0%,?,32%,-1.4%
O=C(c1ccccc1)c1ccccc1N=Cc1c(O)[nH]c(=O)[nH]c1=O,0.2%,6%,-11%,-15%,20%,-4.9%,3%,14%,-0.1%
O=C(CN1CCCC1=O)NCCc1ccccc1,-0.1%,18%[20 µM],1%,-17%,3%,nt,-15%,-5%,-0.8%
CN(C/N=C(\N)N[N+](=O)[O-])S(=O)(=O)c1ccccc1,-0.5%,-8%,1%,8%,-2%,-1.2%,5%,-3%,-2.0%
COCCCn1c(N)c(C(=O)Nc2ccccc2)c2nc3ccccc3nc21,0.0%,1%,22%,-7%,4%,nt,19%,-7%,-0.3%
Cn1c(O)c(/C=N/N2CCOCC2)c(=O)n(-c2ccccc2)c1=S,0.6%,-16%,21%,-16%,0%,2.0%,-8%,-7%,-0.2%
Clc1ccccc1N1CCN(Cc2ccc3c(c2)OCO3)CC1,-0.1%,-12%[20 µM],-6%,21%,5%,-3.9%,2%,22%,2.2%
COc1cccc(CN2CCN(C(=O)Cc3ccccc3OC)CC2)c1,-0.1%,-24%,5%,-26%,-4%,-1.3%,2%,-8%,1.6%
COc1ccc(CN2C(=O)NC(=O)/C(=C\c3ccco3)C2=O)cc1,0.6%,-77%,-8%,3%,12%,3.0%,34%,3.3µM*,91%*
C=CCN(CC=C)C(=O)Nc1ccc(OCC)cc1,-0.1%,-6%[20 µM],-15%,-14%,4%,-4.9%,-2%,15%,-2.6%
O=C(Cn1cc(C(=O)c2ccccc2F)c2ccccc21)NC1CC1,-0.2%,0%,2%,-29%,13%,-7.0%,6%,0%,2.5%
CCN(CC)C(=O)c1ccc2c(c1)C1C(Cl)C(Sc3ccccc3[N+](=O)[O-])CC1C(C(=O)O)N2 (stereo not drawn),1.2%,22%,14%,-3%,27%,6.9%,-13%,5%,51%
Cc1cc(C=C2C(=O)N(C)C(=S)N(C)C2=O)c(C)n1C1CCCC1,-0.1%,22%,2%,-8%,-1%,-4.4%,-9%,4%,12%
CCCNC(=O)c1c(N)n(Cc2ccco2)c2nc3ccccc3nc12,0.0%,0%,3%,-11%,-3%,2.7%,46%,12%,37%
C=CCn1c(O)c(C(C)=NCc2cccnc2)c(=O)[nH]c1=O,-0.1%,22%,9%,-31%,-1%,-0.4%,-6%,-1%,2.5%
Cc1ccc(CS(=O)(=O)CCC(=O)N2CCC3(CC2)OCCO3)cc1,-0.1%,8%,2%,nt,5%,-1.8%,?,9%,-0.9%
c1ccc2cc(C3N4CCCN34)ccc2c1 (stereo not drawn),0.1%,-20%,-10%,-9%,5%,3.9%,?,2%,-0.6%
O=C(NCC(c1cccnc1)N1CCOCC1)Oc1ccccc1 (stereo not drawn),0.0%,-17%,-19%,-30%,2%,-3.2%,26%,-1%,0.6%
